TRPV1 agonist: HTS Assay for Compounds that Act as Agonists of the Vanilloid Receptor 1. Transient receptor potential cation channel subfamily V member 1 (Homo sapiens), Q8NER1. TRPV1-expressing cells, Fluo-8 calcium influx, agonist mode. activation, % at 8.33 µM. AID 540275, 2011. 320,000 compounds, 0.19% hits; in the data active = activation above about 80%; inconclusive = between about 30% and that limit; also: 0% is about no effect
Target sequence (Q8NER1 whole entry, looked up): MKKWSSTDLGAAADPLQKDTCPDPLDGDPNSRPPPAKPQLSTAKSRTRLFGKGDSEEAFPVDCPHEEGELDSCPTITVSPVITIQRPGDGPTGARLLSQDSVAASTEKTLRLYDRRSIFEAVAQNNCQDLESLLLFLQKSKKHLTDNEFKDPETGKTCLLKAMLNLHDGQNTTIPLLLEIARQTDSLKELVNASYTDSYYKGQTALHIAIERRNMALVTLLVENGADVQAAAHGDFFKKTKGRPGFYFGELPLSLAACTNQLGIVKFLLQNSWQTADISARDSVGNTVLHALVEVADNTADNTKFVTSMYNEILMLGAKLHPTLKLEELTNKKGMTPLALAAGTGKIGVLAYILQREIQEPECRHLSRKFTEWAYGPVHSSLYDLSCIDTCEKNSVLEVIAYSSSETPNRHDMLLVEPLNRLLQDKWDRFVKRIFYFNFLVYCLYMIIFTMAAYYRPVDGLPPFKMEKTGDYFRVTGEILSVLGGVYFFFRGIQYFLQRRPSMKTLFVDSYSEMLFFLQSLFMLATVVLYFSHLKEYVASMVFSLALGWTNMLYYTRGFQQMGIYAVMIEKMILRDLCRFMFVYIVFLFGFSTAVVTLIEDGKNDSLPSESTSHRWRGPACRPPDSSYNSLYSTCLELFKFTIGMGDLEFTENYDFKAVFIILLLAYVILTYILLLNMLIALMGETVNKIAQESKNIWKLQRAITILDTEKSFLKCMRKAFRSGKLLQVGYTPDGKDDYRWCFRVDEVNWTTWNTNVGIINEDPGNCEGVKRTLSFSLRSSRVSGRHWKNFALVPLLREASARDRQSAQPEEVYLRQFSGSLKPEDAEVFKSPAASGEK
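TRPV1-expressing cells were cultured overnight at 35.5C and loaded with Fluo-8 calcium dye for 40 to 90 min at room temperature. After a 10 s baseline, compound was added and calcium influx was read kinetically for 3 min (ex 480/em 520 nm).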
RORg inh: qHTS for inhibitors of ROR gamma transcriptional activity | 310,000 compounds, 5.4% hits | Potency, µM (highest dose often 53.6 µM), for the others: at the highest dose activity change, negative = inhibition, actives largely listed as inhibitors | AID 2551, 2010 | Drosophila S2 Gal4-RORgamma UAS-luciferase reporter, 20 h | Nuclear receptor ROR-gamma (Mus musculus), P51450; also: potency is read from the fitted curve at half-maximal effect; % is scaled to controls: 0 for no effect and ±100 for the full control effect; nearly all actives have a fitted effect of over 60% in size
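Luminescence from a UAS-regulated Photinus luciferase reporter in stably transfected Drosophila Schneider cells is measured; decreased signal marks ROR gamma inhibition. Fusion expression is induced by 700 uM copper sulfate for 20 hr.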
Gal4-VP16 FLuc: VP16 counterscreen qHTS for inhibitors of ROR gamma transcriptional activity | 310,000 compounds, 3.5% hits | AID 2546, 2010 | Drosophila S2 Gal4-VP16 UAS-luciferase, luminescence, 20 h | Potency, µM (highest dose often 53.6 µM), inactives show top-dose activity, negative = inhibition, usual class: inhibitors;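 also: Gal4-VP16 expression switched on by copper sulfate through the metallothionein promoter; potency is read from the fitted curve at half-maximal effect; % is scaled to controls: 0 for no effect and ±100 for the full control effect; nearly all actives have a fitted effect of over 50% in size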
NPC1 prom act: qHTS Assay for NPC1 Promoter Activators | 320,000 compounds, 2.4% hits | Huh7 NPC1 promoter luciferase reporter, 24 h | AID 485313, 2010 | Potency, µM (titrated, usually from 9.22 µM), for inactives: at the highest dose activation, actives largely listed as activators;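 also: potency is read from the fitted curve at half-maximal effect; % of control where 0% means no effect; nearly all actives have a fitted effect of over 60% in size; reporter is driven by a mutant NPC1 promoter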
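Readout is luciferase luminescence, reflecting NPC1 promoter activation in stably transfected Huh7 cells after 24 h compound exposure at 37 °C in reduced-serum medium with 10% FBS.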
FLuc counter: qHTS profiling assay for firefly luciferase inhibitor/activator using purifed enzyme and Km concentrations of substrates (counterscreen for miR-21 project). AID 588342, 2011. Potency, µM (series often up to 57.5 µM), without a hit: top-dose activity change, negative = inhibition, most hits filed as inhibitors. 360,000 compounds, 6.9% hits. Luciferin 4-monooxygenase (Photinus pyralis), P08659. purified FLuc, Km substrates, luminescence inhibition;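 also: potency is read from the fitted curve at half-maximal effect; plate controls were vehicle for no effect and reference inhibitor for full effect; nearly all actives have a fitted effect of over 55% in size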
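Biochemical qHTS of compounds, final roughly 60 µM downward over six points, against 10 nM purified firefly luciferase using Km concentrations of substrates (10 uM D-luciferin, 10 uM ATP) in Tris acetate pH 7.5 buffer; luminescence output.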
Rab9 promoter act: qHTS Assay for Rab9 Promoter Activators. Huh7 Rab9 promoter-luciferase reporter, luminescence, 24 h. Potency, µM (titrated, usually from 9.22 µM), without a hit: at the top dose activation, negative = inhibition, most hits filed as activators. 320,000 compounds, 2.8% hits; also: potency is read from the fitted curve at half-maximal effect; % of control where 0% means no effect; nearly all actives have a fitted effect of over 60% in size
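Rab9 promoter-driven luciferase in stably transfected Huh7 cells; 1500 cells/well rested 2 h, exposed to compound in DMSO for 24 h at 37 °C, 5% CO2. Luminescence read 10 min after adding luciferase reagent at ambient temperature.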
Tb PFK block: qHTS Assay to Find Inhibitors of T. brucei phosphofructokinase. Potency, µM (top dose mostly 57.5 µM), for the others: at the highest dose activity, negative = inhibition, actives largely listed as inhibitors. T. brucei PFK, ADP-Glo luminescence. AID 485367, 2010. 330,000 compounds, 0.17% hits;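 also: potency is read from the fitted curve at half-maximal effect; 0% = uninhibited 1x PFK enzyme wells and -100% = no-enzyme wells; nearly all actives have a fitted effect of over 60% in size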
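PFK 1.25 nM, F6P 0.5 mM, ATP 0.1 mM, 0.1 M TEA pH 8.0, 5 mM MgCl2, 0.01% Tween20, 0.1% BSA; 45 min RT. ADP-Glo readout. qHTS titration up to 57 uM; curves fitted, compounds curve-classed.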
BRCA1 expr act: qHTS Assay to Identify Small Molecule Activators of BRCA1 Expression; MCF7-BRCA1-FFLuc reporter, luminescence, 48 h; response scale: scaled: vehicle 0%, 10 µM genistein 100%; 380,000 compounds, 1.1% hits; AID 624202, 2012; Potency, µM (highest dose often 46.1 µM), without a hit: at the highest dose activation, actives largely listed as activators; also: potency is read from the fitted curve at half-maximal effect; nearly all actives have a fitted effect of over 80% in size; some results filed as inactive show a strong effect at the top dose
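Quantitative HTS in MCF7 cells stably reporting BRCA1 expression via firefly luciferase. Compound treatment lasts 48 h at 37 °C in phenol-red free MEM. Activation is expressed relative to genistein at 10 microM and DMSO.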
ELG1 genotoxic: qHTS screen for small molecules that induce genotoxicity in human embryonic kidney (HEK293T) cells expressing luciferase-tagged ELG1; Potency, µM (series often up to 46 µM), for the others: at the top dose activity change, positive = activation, hits mostly activators; 330,000 compounds, 1.3% hits; AID 504466, 2011; HEK293T ELG1-luciferase reporter, luminescence, 16 h; also: potency is read from the fitted curve at half-maximal effect; % of control where 0% means no effect; nearly all actives have a fitted effect of over 60% in size
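Genotoxic stress is detected as increased luminescence from luciferase-tagged ELG1 in HEK293T cells, measured with ONE-Glo after a 16 hr treatment at 37 °C.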
p53 reactivation: qHTS assay for re-activators of p53 using a Luc reporter | Potency, µM (top dose mostly 92.2 µM), inactives show at the top dose activity change, positive = activation, most hits filed as activators | 320,000 compounds, 0.063% hits | H1299 p53-A138V BP100-luciferase reporter, luminescence, 24 h; also: potency is read from the fitted curve at half-maximal effect; % of control where 0% means no effect; nearly all actives have a fitted effect of over 45% in size
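p53-null H1299 cells stably carrying temperature-sensitive p53-A138V and a BP100-luciferase reporter were pinned with compounds (4-point, 1:5 series) and held 24 hrs at 37 deg C. Luminescence was read 10 min after detection reagent.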
ELG1 repair inh: qHTS screen for small molecules that inhibit ELG1-dependent DNA repair in human embryonic kidney (HEK293T) cells expressing luciferase-tagged ELG1; Potency, µM (doses to about 46.1 µM), for the others: top-dose activity change, negative = inhibition, usual class: inhibitors; HEK293T ELG1-luciferase reporter, luminescence, 16 h; DNA damage induced by 5-fluorouridine; AID 504467, 2011; 330,000 compounds, 2.3% hits; also: potency is read from the fitted curve at half-maximal effect; % is scaled to controls: 0 for no effect and ±100 for the full control effect; nearly all actives have a fitted effect of over 55% in size
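HEK293T cells expressing luciferase-tagged ELG1 (2,000/well) received 5-Fluorouridine plus compound or DMSO for 16 hr at 37 °C. Luciferase was read by ONE-Glo luminescence after 30 min at room temperature.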
* hit, by the source's call; ? = inconclusive; . = no result given; [ ] = dose if it differs, or a comment. Unless noted, calls follow the shape of the dose curve; as a rule, active = well fitted curve in the direction sought with a large enough effect; inconclusive = small, poorly fitted or top-dose-only effect, or another doubt; inactive = no such curve, though single readings can be large; an effect the other way counts as inactive or inconclusive.

SMILES | TRPV1 agonist | RORg inh | Gal4-VP16 FLuc | NPC1 prom act | FLuc counter | Rab9 promoter act | Tb PFK block | BRCA1 expr act | ELG1 genotoxic | p53 reactivation | ELG1 repair inh
O=c1[nH]c(N2CCN(Cc3ccc4c(c3)OCO4)CC2)nc2c1CCCC2 | 1 | -4% | -12% | -1% | -3% | -2% | -2% | -17% | 0% | 3% | 9%
O=C(O)[C@H]1Cc2ccccc2CN1S(=O)(=O)c1ccc(F)cc1 | -1 | 2% | 8% | 4% | -1% | -5% | -5% | 8% | -4% | -4% | -10%
CCOC(=O)N1CCN(S(=O)(=O)c2ccc(C(=O)N(CCN(C)C)c3nc4c(C)cccc4s3)cc2)CC1 | 4 | -24% | -1% | -5% | 6% | -7% | 0% | -4% | -1% | -26% | -5%
O=C(N/N=C/c1ccc([N+](=O)[O-])o1)c1cn(-c2ccccc2)nc1-c1ccc(Cl)cc1 | -4 | 5% | -13% | -7% | 2% | 3% | 4% | -12% | 7% | -2% | ?
CCC(=O)c1ccc(OCC(O)Cn2nc(C)cc2C)cc1 (configuration not stated) | 12 | 0% | -11% | -7% | 2% | 2% | 0% | 0% | -1% | 1% | -2%
O=C(N/N=C/c1cccc(C(F)(F)F)c1)c1ccc(O)cc1 | ? | 1.1µM* | ? | -3% | 17µM* | 14% | 2% | 28% | 7% | -5% | 17%
CC(=O)N(C)c1ccc(NCc2cc(=O)oc3cc(C)c(O)cc23)cc1 | -1 | -3% | 22% | -5% | -16% | -4% | 5% | -30% | 0% | 0% | 8%
CCCCC(=O)Nc1cccc(-c2ccc3nncn3n2)c1 | -3 | -20% | -4% | -4% | 1% | 1% | -2% | -30% | 3% | -32%[inhibitor] | 16%
O=C(Cc1ccccc1)N/N=C/c1ccc[nH]1 | 9 | 13µM* | -16% | 3% | -3% | 0% | -24% | -8% | 1% | 2% | 0%
N#CC1=C(N)N(c2ccc(Br)cc2)C2=C(C(=O)CCC2)C1c1cccnc1 (configuration not stated) | -3 | 2% | 8% | -2% | 0% | -2% | 2% | -7% | -4% | 11% | 8%
NC(=O)CC(NC(=O)Cc1cccc2ccccc12)c1ccc(NCc2cc(F)ccc2F)c([N+](=O)[O-])c1 (configuration not stated) | 3 | -1% | -2% | -1% | 1% | 2% | 5% | 0% | 3% | -11% | 0%
Cc1ccc2c(CN3C(=O)NC(C)(c4ccc5c(c4)OCO5)C3=O)cc(=O)oc2c1 (configuration not stated) | 1 | 25% | -7% | 0% | -17% | 4% | 5% | -22% | -9% | -14% | ?
CCc1cccc(CC)c1NC(=O)COC(=O)C1(c2ccc(Cl)cc2)CCCC1 | 1 | -5% | -23% | -2% | 1% | -10% | 4% | -49% | -1% | 3% | 0%
CSCCC(N=C(NS(=O)(=O)c1ccc(C)cc1)c1ccccc1)C(=O)O (configuration not stated) | 3 | 6% | 13% | -2% | 6% | 0% | 1% | 3% | -6% | -5% | -7%
NC(=O)c1c(NC(=O)c2ccccc2)sc2c1CCc1ccccc1-2 | 0 | 36% | ? | 4.5µM* | 2.1µM* | 3.5µM* | 1% | 8% | 6.5µM* | ? | ?
COCc1nnc(NC(=O)c2ccc3c(c2)OCO3)s1 | 6 | -16% | -8% | 2.8µM* | 24µM* | 2.8µM* | -2% | ? | ? | 4% | ?
CC(C)N(CCNC(=O)C1CCC(=O)N1Cc1ccc(F)cc1)Cc1ccccc1 (configuration not stated) | -4 | -4% | 6% | 0% | 0% | 8% | -1% | -12% | 0% | -9% | -7%
O=C(CN(Cc1ccccc1Cl)C(=O)c1csnn1)NCc1ccccc1 | 11 | -2% | -7% | -3% | 5% | 2% | -4% | -11% | -6% | -2% | -12%
COc1ccc(CNC(=O)C2CCCN(S(=O)(=O)N3CC(C)CC(C)C3)C2)c(OC)c1 (configuration not stated) | 19 | -5% | -6% | -3% | 4% | -3% | 0% | -1% | -3% | -4% | -13%
COc1ccc(-c2cc(C(=O)N3CCN(c4ccccc4O)CC3)c3ccccc3n2)cc1OC | -2 | ? | 3% | 21% | 9.5µM* | -2% | -1% | -57% | -19% | -10% | 9.2µM*
Cc1cccc(C)c1N(CC(=O)NCc1ccco1)C(=O)CNS(=O)(=O)c1ccc(F)cc1 | -2 | ? | 12% | -5% | -1% | 4% | 8% | -10% | -1% | -2% | ?
COc1cc(-c2n[nH]c(=S)n2-c2cc(C(F)(F)F)ccc2Cl)cc(OC)c1OC | -4 | ? | ? | 0% | 6% | 2% | -2% | -16% | ? | -3% | ?
COC(=O)Cn1c(C)c(/C=C/c2cc[n+](C)cc2)c2ccccc21 | 1 | -24% | -7% | -1% | 11% | -2% | -5% | -18% | -7% | 26% | 2%
NC(=O)c1ccsc1NC(=O)COC(=O)c1cc(=O)[nH]c2ccccc12 | 0 | . | . | 0% | 2% | 9% | -24% | -10% | ? | 5% | ?
Cc1c(NC(=O)CSc2nnc(-c3cccc(Cl)c3)o2)c(=O)n(-c2ccccc2)n1C | 1 | -11% | -7% | -1% | 0% | -5% | -1% | 4% | -3% | -11% | 10%
COc1ccc(Cc2nnc(SCC(=O)c3ccc4c(c3)OCO4)o2)cc1 | 30 | . | . | -3% | 2% | -1% | -3% | -22% | -1% | -3% | 9%
CC1=CC(=C(C#N)c2nc3ccccc3s2)C=C(C)N1CC1CCCO1 (configuration not stated) | ? | 37% | 2% | 7% | ? | 19% | 0% | -32% | -2% | 10% | ?
COC(=O)c1ccccc1COn1c(=O)c[n+]([O-])c2ccccc21 | 1 | 45% | 2% | 2% | -1% | 3% | -1% | -26% | 2% | 2% | -3%
Cc1nn(-c2ncc(C(F)(F)F)cc2Cl)c(=O)n1-c1ccccc1Cl | -1 | 5% | -3% | -5% | 14% | -3% | 1% | -13% | -1% | -2% | -6%
COc1cc(CNCC(C)C)cc(Br)c1OCC(=O)Nc1ccccc1 | -1 | -38% | -1% | -2% | 2% | 1% | 2% | -1%[1.84 µM] | -2% | 0% | -17%
Cn1cc(C(=O)N2CCN(c3ccccc3)CC2)c(=O)c2cc(S(=O)(=O)N3CCOCC3)ccc21 | -1 | 1% | -1% | 18% | 1% | -1% | -2% | 0% | 2% | 2% | -1%

Entries of single compounds, looked up by structure. Order of screens: TRPV1 agonist | RORg inh | Gal4-VP16 FLuc | NPC1 prom act | FLuc counter | Rab9 promoter act | Tb PFK block | BRCA1 expr act | ELG1 genotoxic | p53 reactivation | ELG1 repair inh
COc1ccc(Cc2nnc(SCC(=O)c3ccc4c(c3)OCO4)o2)cc1 as listed: 30 | . | . | -3% | 2% | -1% | -3% | -22% | -1% | -3% | 9%
COc1cc(-c2n[nH]c(=S)n2-c2cc(C(F)(F)F)ccc2Cl)cc(OC)c1OC as listed: -4 | ? | ? | 0% | 6% | 2% | -2% | -16% | ? | -3% | ?
COc1cc(CNCC(C)C)cc(Br)c1OCC(=O)Nc1ccccc1 as listed: -1 | -38% | -1% | -2% | 2% | 1% | 2% | -1%[1.84 µM] | -2% | 0% | -17%
CC1=CC(=C(C#N)c2nc3ccccc3s2)C=C(C)N1CC1CCCO1 (configuration not stated) as listed: ? | 37% | 2% | 7% | ? | 19% | 0% | -32% | -2% | 10% | ?
Cc1cccc(C)c1N(CC(=O)NCc1ccco1)C(=O)CNS(=O)(=O)c1ccc(F)cc1 as listed: -2 | ? | 12% | -5% | -1% | 4% | 8% | -10% | -1% | -2% | ?
